Source: PubChem (several laboratories)
Diaphorase inh = counter-screen for diaphorase-based assays: diaphorase inhibitors and chemical oxidizers. diaphorase resazurin-to-resorufin fluorescence, NADH, 16 min; bacterial (C. kluyveri) enzyme, not human. inhibition, % at 20 µM. actives 0.69% (n = 190,000);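 active means primary screen inhibition at 20 µM above a set limit, cut at about 50% in these data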;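 further: plate controls were DMSO with full reaction for no effect and wells lacking NADH for full effect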
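System: Diaphorase enzyme from Clostridium kluyveri | Amount: Enzyme working solution with 0.14 U/mL diaphorase | Benchmarks: No-NADH positive control and DMSO neutral control | Signal: Fluorescence of resorufin formed from resazurin, Ex 544/Em 590 nm | Schedule: 16-min room-temperature incubation before reading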
G6PDH CS = inhibits Leuconostoc G6PDH, flagging false hits in G6PDH-based assays; Purified L. mesenteroides G6PDH, diaphorase/resazurin coupled fluorescence, 45 min; inhibition, % at 5 µM; actives 0.12% (n = 200,000); AID 1020; in the data active means inhibition above about 50%
STAT3 inh = inhibitors of IL-6 induced STAT3 signaling; U3A cells, IL-6 STAT3-luciferase reporter, luminescence; host cell line lacks STAT1; inhibition, % at 5.5 µM; actives 0.89% (n = 190,000);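 active means inhibition above the mean inhibition across all screened compounds plus 3 SD, cut at about 44% in these data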;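 further: 0% = DMSO only wells and 100% = 100 µM nifuroxazide control wells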
APP 5UTR inh = APP translation inhibition; actives 0.82% (n = 190,000); SH-SY5Y APP 5'UTR-luciferase reporter, luminescence; inhibition, % at 2 µM;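 active means inhibition above a set limit, derived from the sample mean plus 3 SD, cut at about 45% in these data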; further: values of inactives mirror those of a sister screen read the other way
STAT3 act = STAT3 signaling activation | U3A cells, IL-6 STAT3-luciferase reporter, luminescence; 100% = signal with IL-6 EC80 alone | activation (% of control), % at 5.6 µM | actives 0.91% (n = 190,000) | AID 871;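 active means activation above the screen-wide mean of compound activation plus 3 SD, cut at about 130% in these data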;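 further: 0% = background luminescence of wells with medium and substrate only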
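Material: human STAT1-deficient U3A cells with stable STAT3-luciferase reporter / Probe or stimulus: IL-6 stimulus at 33 ng/mL final / Schedule: 1 h compound pre-exposure, 6 h IL-6 stimulation, 37 °C / Technique: luminescence / Read-out basis: percent of IL-6-only median luminescence / Control set: IL-6-only high control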
STAT1 inh = STAT1 signaling inhibition; NIH 3T3 STAT1-luciferase reporter, IFN-gamma, luminescence; inhibition, % at 5.5 µM; actives 0.35% (n = 200,000); AID 920;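 active means inhibition above a set limit, the mean inhibition across all tested compounds plus 3 SD, cut at about 34% in these data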;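 further: 0% = IFN-gamma with DMSO and 100% = IFN-gamma with 300 µM nifuroxazide; values of inactives mirror those of a sister screen read the other way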
Hsp70 act = switches on Hsp70 transcription; HeLa Hsp70 promoter luciferase reporter, luminescence; scaled: vehicle 0, proteasome-inhibitor control 100%; actives 0.04% (n = 200,000); AID 1203; activation, % at 10 µM;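 active means activation above the mean across all tested compounds plus 3 SD, cutoff set per campaign, cut at about 5.5% in these data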;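 further: 100% = MG132 at 30 µM as the positive control and 0% = DMSO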
Diaphorase act = activates diaphorase or chemically reduces, flagging diaphorase assay artifacts; Diaphorase/resazurin coupled assay, resorufin fluorescence, 16 min; active compounds read high; 1 = vehicle wells, 0 = NADH-free wells; activation factor at 20 µM; actives 0.005% (n = 190,000);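 active means diaphorase activity raised at least twofold by the compound at 20 µM; inactive means activation factor below 2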
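Material: Clostridium kluyveri diaphorase, purified enzyme; Quantity: enzyme 0.07 U/mL final; Medium: HEPES pH 7.4 buffer with MgCl2 and Tween 20; Dosing: single compound dose of 20 µM, 1% DMSO final; Schedule: 16 min reaction at room temperature; Measured by: red resorufin fluorescence at 544/590 nm excitation/emission.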
STAT1 act = STAT1 signaling activation; activation (% of control), % at 5.5 µM; AID 932; actives 2.6% (n = 200,000); NIH 3T3 STAT1-luciferase reporter, IFN-gamma, luminescence; 100% = IFN-gamma alone, no compound;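 active means activation above the screen-wide mean activation plus 3 SD, cut at about 130% in these data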;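 further: raw ratio to IFN-gamma control signal so 100% means no change and 0% no light; values of inactives mirror those of a sister screen read the other way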
TLR4 MyD88 comp = TLR4-MyD88 interaction inhibition in cells | AID 861 | inhibition, % at 8.4 µM | actives 0.18% (n = 200,000) | HeLa CL3-4 TLR4/MyD88 BLA complementation, FRET ratio | O00206+Q99836; in the data active means inhibition above about 25%;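 further: 0% = vehicle and 100% = reference inhibitor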
Target sequence (O00206 whole entry, looked up): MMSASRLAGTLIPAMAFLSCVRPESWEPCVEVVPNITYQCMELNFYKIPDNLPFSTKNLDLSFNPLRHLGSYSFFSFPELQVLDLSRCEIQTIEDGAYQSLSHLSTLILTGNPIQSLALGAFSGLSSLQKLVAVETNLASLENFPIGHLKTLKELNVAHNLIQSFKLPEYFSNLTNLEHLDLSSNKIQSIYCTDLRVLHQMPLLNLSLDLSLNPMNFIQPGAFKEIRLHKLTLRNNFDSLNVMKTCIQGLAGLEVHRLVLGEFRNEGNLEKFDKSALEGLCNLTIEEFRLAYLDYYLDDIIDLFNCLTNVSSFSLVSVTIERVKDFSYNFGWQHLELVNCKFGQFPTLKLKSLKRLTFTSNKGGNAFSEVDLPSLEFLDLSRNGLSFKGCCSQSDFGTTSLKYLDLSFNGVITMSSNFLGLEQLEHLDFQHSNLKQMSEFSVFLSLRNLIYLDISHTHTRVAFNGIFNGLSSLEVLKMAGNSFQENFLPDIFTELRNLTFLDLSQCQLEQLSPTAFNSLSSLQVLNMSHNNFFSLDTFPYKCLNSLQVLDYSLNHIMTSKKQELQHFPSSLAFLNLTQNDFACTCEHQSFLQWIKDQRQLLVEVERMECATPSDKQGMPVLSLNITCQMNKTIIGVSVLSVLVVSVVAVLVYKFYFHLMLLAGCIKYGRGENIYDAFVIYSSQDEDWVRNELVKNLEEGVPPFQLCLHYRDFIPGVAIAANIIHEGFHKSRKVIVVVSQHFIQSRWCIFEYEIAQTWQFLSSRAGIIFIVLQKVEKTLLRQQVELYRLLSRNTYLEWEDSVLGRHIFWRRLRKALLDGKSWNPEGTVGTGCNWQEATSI
Target sequence (Q99836 whole entry, looked up): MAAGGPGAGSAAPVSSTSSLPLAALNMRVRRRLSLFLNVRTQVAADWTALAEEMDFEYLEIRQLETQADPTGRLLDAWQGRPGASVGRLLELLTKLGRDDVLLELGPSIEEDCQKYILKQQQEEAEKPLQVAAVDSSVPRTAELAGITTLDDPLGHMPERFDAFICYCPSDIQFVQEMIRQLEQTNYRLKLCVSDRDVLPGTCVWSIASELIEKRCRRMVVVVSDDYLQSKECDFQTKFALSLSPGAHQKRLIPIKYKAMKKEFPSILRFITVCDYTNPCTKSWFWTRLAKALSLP
Numbers without * were called inactive; . = not tested or not shown. Rows are unselected; 6.1% or so of the library scored in one or more.

SMILES	Diaphorase inh	G6PDH CS	STAT3 inh	APP 5UTR inh	STAT3 act	STAT1 inh	Hsp70 act	Diaphorase act	STAT1 act	TLR4 MyD88 comp
Cc1cc(C(=O)CSc2nnc(-c3cccs3)o2)c(C)n1-c1ccccc1	29	-35	47*	2	64	24	-0.1	0.7	78	5
O=C(NNC(=O)c1cccc2ccccc12)c1ccc(-c2ccccc2)cc1	6	-14	28	4	79	1	-0.2	0.9	99	7
COc1ccc(CCNC(=O)C(=O)NCC2CCCO2)cc1OC (centres undefined)	11	10	-8	5	108	0	-0.4	0.9	100	-4
O=C(O)CCc1nnc(SCC(=O)Nc2ccc(Cl)c(C(F)(F)F)c2)[nH]c1=O	0	2	-5	-26	112	-6	-0.2	1	105	-6
O=C(Oc1ccc(Cl)cc1)N1CCCCC1	2	1	12	-17	89	-22	-0.1	1	120	-8
Cc1ccn(-c2cccc(-n3ccc(C)n3)n2)n1	10	11	9	-84	94	-38	0.3	0.9	135*	-8
CCOC(=O)C1=C(CN2CCSCC2)NC(=O)NC1c1cccc([N+](=O)[O-])c1 (centres undefined)	-5	8	5	-2	99	-2	0.0	1	99	-5
COc1ccc(N(CC(=O)NC2CCCC2)C(=O)c2csnn2)cc1	13	-3	0	-15	102	-4	0.2	0.9	104	11
CCOc1ccc(OCc2cccc(C(=O)N(CC)CC)c2)cc1	16	-2	71*	-125	40	61*	-0.2	0.8	44	0
COCCNC(=O)/C(C#N)=C/c1ccc(OCC(=O)NC2CCCCC2)cc1	8	1	10	-3	99	10	0.2	0.9	91	-21

For reference, some entries already given.
SMILES	Diaphorase inh	G6PDH CS	STAT3 inh	APP 5UTR inh	STAT3 act	STAT1 inh	Hsp70 act	Diaphorase act	STAT1 act	TLR4 MyD88 comp
O=C(Oc1ccc(Cl)cc1)N1CCCCC1	2	1	12	-17	89	-22	-0.1	1	120	-8
Cc1ccn(-c2cccc(-n3ccc(C)n3)n2)n1	10	11	9	-84	94	-38	0.3	0.9	135*	-8
CCOC(=O)C1=C(CN2CCSCC2)NC(=O)NC1c1cccc([N+](=O)[O-])c1 (centres undefined)	-5	8	5	-2	99	-2	0.0	1	99	-5
COc1ccc(N(CC(=O)NC2CCCC2)C(=O)c2csnn2)cc1	13	-3	0	-15	102	-4	0.2	0.9	104	11
CCOc1ccc(OCc2cccc(C(=O)N(CC)CC)c2)cc1	16	-2	71*	-125	40	61*	-0.2	0.8	44	0
COCCNC(=O)/C(C#N)=C/c1ccc(OCC(=O)NC2CCCCC2)cc1	8	1	10	-3	99	10	0.2	0.9	91	-21

Other entries follow:
SMILES	Diaphorase inh	G6PDH CS	STAT3 inh	APP 5UTR inh	STAT3 act	STAT1 inh	Hsp70 act	Diaphorase act	STAT1 act	TLR4 MyD88 comp
O=S1(=O)CCN2C(c3ccc4c(c3)CCCC4)=CSC2=N1	13	-1	12	0	94	5	-0.3	0.9	95	12
c1ccc(-c2c(-c3ccccc3)n(Cc3ccco3)c3ncnc(NCCCn4ccnc4)c23)cc1	-23	2	11	-8	96	9	-0.2	1.2	91	-2
Cc1cc(C(F)(F)F)nc(-n2cc(-c3ccccc3)nn2)n1	6	3	34	-29	78	-21	0.4	0.9	118	-1
CN(Cc1ccc(OCC(O)CN2CCCCC2)cc1)Cc1ccnc2ccccc12 (centres undefined)	1	16	13	4	98	22	0.6	1	79	4
COc1ccc(CCn2c(C)c(C(C)=O)c3cc(OC(=O)c4ccco4)ccc32)cc1OC	17	-7	-3	-4	103	0	-0.2	0.8	103	4
COc1ccc(CN2CCN(C3CCSCC3)CC2CCO)c(C)c1C (centres undefined)	-8	10	7	-8	97	-5	-0.2	1.1	102	11
C=CCNC(=O)C12CC3(C)CC(C)(CC(C)(C3)C1)C2	12	2	3	-10	103	0	-0.2	0.9	100	-4
C=CCn1c(SCc2nc(N)nc(N(C)C)n2)nnc1-c1cccnc1	15	8	-5	8	105	-10	0.1	0.8	109	-9
Cn1c(Cl)cnc1C1CC(=O)c2cc(Cl)ccc2O1 (centres undefined)	7	13	4	27	103	-3	1.3	0.9	103	27*
CCCCn1c(=O)nc2n(-c3ccc(OC)cc3)c3ccccc3cc-2c1=O	19	-6	4	6	102	8	0.0	0.8	91	-18
CCC(=O)N1CCN=C1SCc1ccccc1	0	6	18	21	92	-1	-0.3	1	101	2
CC(=O)Nc1ccc(C2=NNC(=NCC3CCCO3)SC2)cc1 (centres undefined)	10	-18	-4	-17	103	5	-0.1	0.9	96	3
CCN(Cc1ccccc1)C(c1cc2ccc(C)cc2[nH]c1=O)c1nnnn1CCOC (centres undefined)	24	1	-4	0	104	-1	0.3	0.8	101	-7
O=C(O)/C=C/c1cccc(OCc2ccccc2)c1	-10	11	-2	-7	104	-10	-0.1	1.1	109	-2
O=C(CSc1nc2ccccc2[nH]1)NCCCn1ccnc1	17	0	9	5	98	-4	0.3	0.8	103	-8
O=C(CSc1nc(-c2cccs2)cc(C(F)(F)F)n1)Nc1cc(OCC(F)(F)C(F)F)cc([N+](=O)[O-])c1	11	-20	0	7	103	-3	0.2	0.9	103	0
CCCc1cc2c(=O)c(-c3ccccn3)coc2cc1OC	-1	8	7	-16	98	-39	0.4	1	136*	4
O=c1[nH]c2ccccc2cc1-c1noc(-c2cccnc2)n1	27	2	10	-4	98	-1	-0.3	0.7	101	-7
O=C(CN1CCOCC1)Nc1nc2cc([N+](=O)[O-])ccc2s1	9	-6	14	15	90	-12	0.7	0.9	111	-6
CCCCc1nc2c(=O)[nH]c3ccccc3c2o1	12	-4	12	-8	94	-12	0.0	0.9	111	-7
CC1(C)CC(=O)C=C(Nc2cccc(O)c2)C1	25	3	5	-7	104	1	-0.3	0.8	99	4
CCc1ccc(N(C(=O)c2csnn2)C(C(=O)NC(C)(C)C)c2ccncc2)cc1 (centres undefined)	3	7	-9	-7	112	-4	0.1	1	104	-5
Cc1ccc(-c2c(C)n([O-])c3c([n+]2=O)CCCCC3)cc1	5	5	8	18	97	9	-0.2	0.9	92	-4
C=CCN(C(=O)Cn1c(C(=O)OC)cc2oc(C)cc21)c1ccccc1	18	1	-4	-5	106	-4	0.3	0.8	104	-22
Cc1nc(NCc2ccco2)[nH]c(=O)c1CCC(C)C	8	-7	11	16	95	-1	-0.4	0.9	101	-1
O=C(NCc1ccco1)/C(=C/c1cccc(C(F)(F)F)c1)c1nc2ccccc2[nH]1	17	-7	-6	8	103	7	-0.5	0.8	96	-7
COc1ccc(CCN2CNc3c(c(=O)n(C)c(=O)n3C)C2)cc1OC	7	3	11	3	94	-1	-0.3	0.9	100	4
CCC(=O)NC(=S)Nc1ccc(-c2nc3ccccc3s2)cc1	7	-5	32	-62	78	-47	0.6	0.9	142*	-4
COc1cc(/C=C/C(=O)OCC(=O)c2c(N)n(C)c(=O)n(C)c2=O)ccc1O	4	7	15	7	93	5	0.2	1	94	6
O=C(C(=O)N1CCOCC1)c1cn(CCOc2ccccc2)c2ccccc12	6	14	8	-4	97	4	-0.6	0.9	94	6
Cc1cc2nnn(-c3nnc(-c4ccccc4)c4ccccc34)c2cc1C	12	4	11	-1	100	2	-0.1	0.9	98	3
CC(=O)c1c(C)[nH]c(C(=O)OCC(=O)N(C)C)c1C	-13	6	-10	-15	109	-7	-0.2	1.1	106	2
COc1cccc(C2Nc3cc(Cl)c(S(N)(=O)=O)cc3S(=O)(=O)N2)c1 (centres undefined)	12	7	8	3	92	6	0.1	0.9	94	0
CC(NC(=O)COC(=O)c1cc(=O)[nH]c2ccccc12)c1ccccc1 (centres undefined)	4	5	2	5	108	2	0.1	1	97	-3
O=C(Nc1ccccc1C(=O)N1CCOCC1)C1CC(=O)N(C2CCCC2)C1 (centres undefined)	13	10	0	-20	103	-4	-0.2	0.9	103	-8
COc1ccc(N2CCN(CC(=O)N3N=CCC3c3ccccc3)CC2)cc1 (centres undefined)	12	10	14	-19	90	5	-0.3	0.9	96	-7
C/C(=N\NC(=O)C1(C)CC1(Br)Br)c1ccc([N+](=O)[O-])cc1 (centres undefined)	-2	7	7	-3	99	-1	-0.1	1	99	-13
CCOc1cc(-c2nn3cnnc3s2)cc(OCC)c1OCC	-1	7	4	9	98	-2	-0.1	1	102	-4
COc1ccc(C(=O)Nc2cccc(C)c2)cc1	22	8	44*	-142	63	-41	-0.1	0.8	138*	-7
CN(CC#CC1(O)c2ccccc2-c2ccccc21)Cc1ccccc1	24	1	-8	-11	109	12	-0.3	0.8	89	5
Cc1ccc(S(=O)(=O)N2CCC(C(=O)Nc3ccc4c(c3)OCO4)CC2)cc1	8	4	15	6	90	1	-0.3	0.9	99	-4
Cc1onc(-c2ccccc2Cl)c1C(=O)Nc1ccc(-c2cn3cccnc3n2)cc1	-7	12	11	-3	94	6	-0.2	1.1	94	-4
Cc1cccc(Nc2cc(=O)[nH]c(=O)[nH]2)c1	4	1	-3	-5	105	-2	-0.3	1	102	-12
COc1ccc(C2(CNC(=O)c3cccc([N+](=O)[O-])c3)CCOCC2)cc1OC	11	-2	-10	-15	112	6	-0.4	0.9	95	7
Cc1ccc2cc(CNC(C)C)c(=O)[nH]c2c1	2	3	-13	-10	114	11	0.1	1	90	-13
O=C(NN1CCOCC1)c1cc(-c2ccccc2)nc2ccccc12	20	0	10	7	98	-10	-0.3	0.8	109	0
COc1cccc(CNC(=O)Cc2ccc(-n3c(=O)[nH]c4ccccc4c3=O)cc2)c1	0	4	16	15	89	5	-0.2	1	95	-4
O=C(COc1ccccc1)N1CCN(S(=O)(=O)c2cccc([N+](=O)[O-])c2)CC1	4	10	10	-14	101	4	0.1	1	95	9
COc1cc(C(=S)N(C)C)ccc1O	7	24	2	-14	102	-4	-0.3	0.9	104	-14
O=C(Nc1ccccc1SCC1CSc2nc3ccccc3c(=O)n21)c1ccccc1Cl (centres undefined)	8	-24	-1	-1	105	-1	-0.1	0.9	101	-15
Following part
SMILES	Diaphorase inh	G6PDH CS	STAT3 inh	APP 5UTR inh	STAT3 act	STAT1 inh	Hsp70 act	Diaphorase act	STAT1 act	TLR4 MyD88 comp
COCC(=O)n1nc(-c2ccccc2)nc1NCc1ccc(F)cc1	12	2	-2	-24	105	-6	0.5	0.9	106	-3
S=C(NCc1ccco1)Nc1cc(-c2ccccc2)[nH]n1	42	14	17	-11	90	-19	-0.1	0.6	118	1
O=S(=O)(c1cccc(C(F)(F)F)c1)N1CCN(C(=S)NC2CC2)CC1	15	5	3	7	99	10	-0.2	0.9	91	-3
Cc1cc(=O)oc2cc(N3C(=O)CC(Cc4ccccc4)C3=O)ccc12 (centres undefined)	.	11	7	-18	99	-14	-0.3	.	113	-5
Cc1cc(C)n(C(=O)CNC(=O)c2ccco2)n1	3	11	2	4	101	6	0.2	1	95	1
